B2AR arrestin – beta2AR (human) beta-arrestin recruitment activity; P07550; beta-arrestin recruitment to beta2AR, cell-based reporter; Potency, µM (highest dose often 46.1 µM), inactives show at the top dose activation, actives largely listed as activators; 330,000 tested, 0.02% active;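 note: potency is the fitted concentration of half-maximal effect; 0% = DMSO controls and full agonism = EC100 isoproterenol or metaproterenol; nearly all actives have a fitted effect of over 65% in size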
Target sequence (P07550 whole entry, looked up): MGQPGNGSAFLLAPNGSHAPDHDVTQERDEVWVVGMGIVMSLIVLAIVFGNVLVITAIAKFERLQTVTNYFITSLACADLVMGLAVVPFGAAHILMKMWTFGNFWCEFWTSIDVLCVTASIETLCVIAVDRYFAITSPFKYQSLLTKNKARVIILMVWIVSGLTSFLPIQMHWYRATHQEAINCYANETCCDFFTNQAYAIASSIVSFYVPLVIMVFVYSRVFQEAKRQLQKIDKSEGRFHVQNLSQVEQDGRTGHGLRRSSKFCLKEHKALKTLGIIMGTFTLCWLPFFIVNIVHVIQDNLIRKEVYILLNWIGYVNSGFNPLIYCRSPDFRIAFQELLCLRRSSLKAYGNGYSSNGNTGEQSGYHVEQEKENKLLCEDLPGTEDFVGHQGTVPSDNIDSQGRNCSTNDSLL
BCR signal inh – inhibitors of chronic active B-cell receptor signaling. ABC-DLBCL IkBa-CBG/CBR reporter, luminescence ratio, 4 h. Potency, µM (top dose mostly 46.1 µM), for inactives: top-dose ratio change, negative = lower green/red ratio, hits mostly inhibitors. 340,000 tested, 0.05% active; active = well fitted inhibition curve with a large enough effect in the signal ratio, with a control signal flat, not every such curve was filed as active; inconclusive = small, poorly fitted or top-dose-only effect, or effect the other way, or a change in a side signal; the % refers to the signal ratio;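 note: potency is the fitted concentration of half-maximal effect; plate controls were basal doxycycline-induced cells for no effect and cells given 10 µM MG132 for full effect; MG132 reads +100%, hits lower the ratio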
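Compounds up to 46 uM were incubated four hours with TMD8 cells whose green CBG68 luciferase is fused to IkappaBalpha; red CBR luminescence normalised the signal, and concentration-effect curves were fitted to fusion, red and ratio data.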
TSHR antagonist – human thyrotropin receptor antagonism; P16473; TSHR-expressing cells, TSH-stimulated cAMP HTRF, 2 h; active compounds read low; activity change, negative = inhibition, % at 11.5 µM; 330,000 tested, 0.2% active; AID 504810;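 active = activity change below a set negative limit, meaning inhibition stronger than a set level, cut at about -70% in these data; inconclusive = activity change between two set negative limits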; note: % is set by controls: 0 for no effect and ±100 for the full control effect
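Cell-based HTRF cAMP assay; TSHR cells + compound, TSH EC80 (4nM final), 2 h, 37 deg C. Lysis with anti-cAMP cryptate and cAMP-d2, 30 min RT, read 665/620 nm.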
Tb PFK block – inhibitors of T. brucei phosphofructokinase | O15648 | T. brucei PFK, ADP-Glo luminescence | Potency, µM (doses to about 57.5 µM), for inactives: at the highest dose activity, negative = inhibition, hits mostly inhibitors | 330,000 tested, 0.17% active | AID 485367;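 note: potency is the fitted concentration of half-maximal effect; 0% = uninhibited 1x PFK enzyme wells and -100% = no-enzyme wells; nearly all actives have a fitted effect of over 60% in size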
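1.25 nM PFK with 0.5 mM F6P and 0.1 mM ATP in 0.1 M TEA pH 8.0, 5 mM MgCl2, incubated 45 min at room temperature; ADP measured by ADP-Glo luminescence; compounds titrated up to 57 uM.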
PTAP TSG101 blk – blocks PTAP/TSG101 interaction to inhibit HIV-1 budding | Q99816 | Fluorescence polarization, FITC-PTAP peptide / Tsg101 binding | Potency, µM (titrated, usually from 115 µM), for the others: top-dose activity change, negative = inhibition, hits mostly inhibitors | 340,000 tested, under 10 active | AID 493005; active = well fitted inhibition curve with a large enough effect in the main read-out, with a control signal flat, not every such curve was filed as active; inconclusive = small, poorly fitted or top-dose-only effect, or effect the other way, or a change in a side signal; inactive = no such curve, though single readings can be large or run the other way; note: potency is the fitted concentration of half-maximal effect; % of control where 0% means no effect
Target sequence (Q99816 whole entry, looked up): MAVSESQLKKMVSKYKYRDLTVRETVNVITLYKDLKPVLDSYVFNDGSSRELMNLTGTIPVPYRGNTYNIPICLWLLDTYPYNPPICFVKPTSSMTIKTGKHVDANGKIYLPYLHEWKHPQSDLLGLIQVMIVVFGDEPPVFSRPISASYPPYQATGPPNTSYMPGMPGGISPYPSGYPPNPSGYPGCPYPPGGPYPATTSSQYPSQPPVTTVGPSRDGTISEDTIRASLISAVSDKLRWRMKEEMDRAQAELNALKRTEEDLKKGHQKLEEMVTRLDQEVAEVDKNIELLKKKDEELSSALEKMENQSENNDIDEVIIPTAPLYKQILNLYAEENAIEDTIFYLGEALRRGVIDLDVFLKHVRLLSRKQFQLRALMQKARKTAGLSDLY
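Tsg101 binding domain (10 uM final) was mixed with compound and a FITC-labeled PTAP peptide (50 nM final) in HEPES pH 7.5 buffer with NaCl, Tween 20, EDTA and TCEP; fluorescence polarization was read after 20 min at r.t.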
Mito fusion act – blocks mitochondrial division or promotes mitochondrial fusion; S. cerevisiae fusion-defective mutant growth rescue, CellTiterGlo 48 h; Potency, µM (titrated, usually from 46.1 µM), without a hit: at the highest dose growth rescue (activation), most hits filed as activators; 320,000 tested, 0.23% active; AID 485298;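 note: potency is the fitted concentration of half-maximal effect; % of control where 0% means no effect; nearly all actives have a fitted effect of over 45% in size; temperature-sensitive fusion mutants such as fzo1-1 at 37 °C on non-fermentable ethanol glycerol medium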
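Read-out: ATP-based luminescence (CellTiterGlo, 10 min ambient) reporting growth of fusion-defective ts yeast after 48 hours at 37C on glycerol/ethanol YPEG medium in the presence of compound.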
USP2a block – inhibitors of human ubiquitin-specific protease USP2a; O75604; 330,000 tested, 0.01% active; AID 463254; USP2 core, Ub-CHOP2 coupled fluorogenic reporter, 485/531; Potency, µM (doses to about 38.3 µM), without a hit: at the highest dose activity change, negative = inhibition, usual class: inhibitors;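 note: potency is the fitted concentration of half-maximal effect; plate controls were DMSO wells for no effect and full inhibition by NEM control for full effect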
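Deubiquitinase activity read as fluorescence (485/531 nm) after Ub-CHOP2 cleavage activates the enterokinase reporter on its substrate; USP2 core 10nM, Ub-CHOP2 and substrate 25nM each, 30min compound preincubation then 60min RT; data normalized to NEM, curves fitted.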
uPA surface inh – inhibitors of cell surface uPA generation. Potency, µM (top dose mostly 38.3 µM), for inactives: at the top dose activity change, negative = inhibition, most hits filed as inhibitors. AID 540303. 330,000 tested, 0.31% active. cell surface uPA generation assay, qHTS; active = well fitted inhibition curve with a large enough effect; inconclusive = small, poorly fitted or top-dose-only effect; inactive = no such curve, though single readings can be large or run the other way; tested in mouse RAW 264.7 cells; note: potency is the fitted concentration of half-maximal effect; % is set by controls: 0 for no effect and ±100 for the full control effect; nearly all actives have a fitted effect of over 55% in size
ELG1 repair inh – ELG1-dependent DNA repair inhibition | 330,000 tested, 2.3% active | HEK293T ELG1-luciferase reporter, luminescence, 16 h; DNA damage induced by 5-fluorouridine | Potency, µM (series often up to 46.1 µM), for the others: at the highest dose activity change, negative = inhibition, usual class: inhibitors; note: potency is the fitted concentration of half-maximal effect; % is set by controls: 0 for no effect and ±100 for the full control effect; nearly all actives have a fitted effect of over 55% in size
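Overnight (16 hr) co-exposure of 2,000 cells/well to 5-fluorouridine and compound at 37 °C preceded detection. Luciferase was quantified via ONE-Glo luminescence; loss of signal denotes inhibition.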
TCR activator – activators of T cell receptors. primary human leukocytes, anti-CD3, IL-2 HTRF, 48 h. Potency, µM (top dose mostly 9.22 µM), for inactives: at the top dose activation of IL-2 secretion, actives largely listed as activators. 330,000 tested, under 10 active. AID 504894; note: % of control where 0% means no effect
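Readout: HTRF IL-2, Eu-cryptate/d2 antibody pair, 320nm excitation, 665nm emission. Stimulus: a-CD3 beads, no co-stimulation. Cells: primary human leukocytes. Exposure: 48 hr with compound.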
Eya2 inh – blocks the phosphatase activity of human Eya2 | O00167 | recombinant Eya2, OMFP fluorescence dephosphorylation (OMFP is methylfluorescein phosphate) | Potency, µM (titrated, usually from 76.9 µM), inactives show top-dose activity, negative = inhibition, hits mostly inhibitors | 330,000 tested, 0.006% active; note: potency is the fitted concentration of half-maximal effect; % is set by controls: 0 for no effect and ±100 for the full control effect
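Eya2 protein (added as 0.2 uM solution) was preincubated with compound for 10 min at ambient temperature in 50 mM HEPES pH 7.5, 50 mM NaCl, 5 uM MgCl2, 0.05% BSA, 1 mM DTT. OMFP (added at 50 uM) then reacted 10 min; fluorescence read at 485/525 nm.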
The depositor's hits bear a star; ? = inconclusive; / = no result given; [ ] = dose if it differs, or a comment. Unless noted, calls come from the whole dose curve; as a rule, active = well fitted curve in the direction sought with a large enough effect; inconclusive = small, poorly fitted or top-dose-only effect, or another doubt; inactive = no such curve, though single readings can be large; an effect the other way counts as inactive or inconclusive. Compounds as they come; about 3% have a hit in one of these screens.

SMILES | B2AR arrestin | BCR signal inh | TSHR antagonist | Tb PFK block | PTAP TSG101 blk | Mito fusion act | USP2a block | uPA surface inh | ELG1 repair inh | TCR activator | Eya2 inh
COc1ccc(OC)c(NC(=O)NCCCCc2ccccc2)c1 | 0.3% | 2% | 18 | ? | -2% | 5% | -3% | 3% | ? | 5% | -21%
CC(=O)Nc1sc2c(c1CN1CCN(c3ccc(F)cc3)CC1)CCCC2 | 0.1% | -16% | -4 | 1% | -5% | 2% | 4% | -1% | ? | -3% | -11%
Cc1ccc(N(CC(=O)NC2CCCC2)C(=O)c2ccc(C)s2)cc1 | -0.1% | -1% | 27 | -20% | -12% | 8% | 3% | 1% | ? | -7% | 5%
Cc1cccc(N2CCN(C(=O)c3ccc(S(=O)(=O)N(C)c4ccccc4)cc3)CC2)c1C | -0.5% | 2% | -20 | 15% | 2% | / | 1% | -13% | ? | 3% | 6%
Fc1ccccc1CN(CCN1CCOCC1)C(=S)Nc1ccccc1Cl | -0.9% | -3% | -2 | -2% | 0% | 7% | 3% | 0% | -10% | 1% | -3%
N#C/C(=C\c1ccc(OCCN2CCOCC2)cc1)C(=O)Nc1ccccc1 | 0.8% | -1% | 2 | -1% | 1% | -1% | 0% | 0% | -19% | 0% | 0%
Cc1cccc(C)c1NS(=O)(=O)c1ccc(-c2cnc(C3CC3)o2)cc1 | 0.1% | ? | 13 | 0% | -3% | -11% | 3% | -70% | 1% | -1% | 4%
O=c1[nH]c2ccccc2n1C1=CCNCC1 | -1.1% | -3% | 7 | 3% | 1% | -10% | 4% | 8% | ? | -3% | 14%
COc1ccc(NC(=O)C2CC(=O)OC2c2ccccc2)cc1 (configuration not stated) | -1.2% | -1% | -2 | -2% | -2% | -6% | ? | -3% | 6% | 1%[46.1 µM] | -23%
CCc1ccc(OCCCOc2ccc(C=O)cc2)cc1 | -0.4% | 12% | -10 | 3% | -7% | 3% | 3% | / | 10% | -65% | -38%
Nc1nc2ccc(C(=O)N3CCCCC3)cc2s1 | -0.3% | 2% | 0 | -1% | -1% | 2% | 2% | 0% | -2% | 2% | ?
O=C(NNS(=O)(=O)c1ccc([N+](=O)[O-])cc1)c1ccc([N+](=O)[O-])cc1 | -1.0% | 1% | -9 | -1% | -13% | 13% | 1% | 2% | -9% | 2% | 7%
Cc1cc(C(=O)Nc2ccc3c(c2)OCCO3)ccc1[N+](=O)[O-] | 2.2% | 6% | 3 | 6% | 1% | 5% | 3% | -38% | ? | / | 8%
Cc1ccc(C2CC(c3cccs3)=NN2C(=O)CSc2nc3ccccc3o2)cc1 (configuration not stated) | 3.0% | 4% | -1 | 12% | 1% | -1% | 3% | 3% | 1% | -3%[46.1 µM] | 0%
COc1cc(OC)cc(C(=O)N[C@H](C(=O)Nc2nc3c(s2)CCCC3)C(C)C)c1 | 0.5% | -2% | -1 | 0% | -2% | -7% | -2% | ? | ? | 5%[46.1 µM] | -2%
CC(Sc1nc2sc3c(c2c(=O)n1-c1ccccc1)CCCC3)C(=O)O (configuration not stated) | 0.7% | 9% | 1 | 2% | -2% | 6% | -1% | -16% | 6% | -2% | 0%
COc1ccc(N2CCN(C(=O)CN3C(=O)C4CC=CCC4C3=O)CC2)cc1 (configuration not stated) | -0.5% | 14% | 2 | 1% | -8% | -5% | 0% | 5% | -1% | 1% | 3%
CCOc1ccccc1NC(=O)N1CCCC(c2nc(-c3ccc(C)o3)no2)C1 (configuration not stated) | 0.2% | -6% | -2 | 1% | -9% | 1% | -1% | 13% | -5% | -9% | 0%
Cc1csc(NC(=O)Cn2cnnn2)n1 | -0.2% | 1% | -12 | 2% | -8% | 1% | 2% | 1% | -7% | -2% | 7%
O=C(C1=C[C@H](c2ccc3c(c2)OCO3)C[C@H](OCc2ccc(CO)cc2)O1)N1CCCCCCC1 | -1.0% | -8% | 7 | -2% | -12% | 14% | -9% | 11% | -15% | -4% | -14%
CC(C)CC(c1nnnn1CCc1ccccc1)N1CCN(C(=O)c2ccco2)CC1 (configuration not stated) | -0.2% | -2% | 9 | -5% | -4% | 2% | -5% | 3% | 10% | -8% | 8%
CCOC(=O)N1CCN(C(=O)CN(c2ccc(Oc3ccccc3)cc2)S(C)(=O)=O)CC1 | 0.4% | 0% | -11 | 3% | -6% | 1% | ? | -9% | ? | 2% | 19%
O=C(O)COCC(=O)N1CCN(c2cc(C(F)(F)F)nc3ccccc23)CC1 | 0.4% | 0% | -3 | -1% | -6% | -10% | 5% | 6% | 4% | 5% | 4%
COCCCNC(=S)NCCNc1nc2cc(C)c(C)cc2cc1C#N | -1.3% | 0% | 1 | 1% | 0% | -6% | 0% | -4% | -11% | 0% | -20%
CCOc1ccc(C(=O)Nc2ccc(NC(=O)c3ccccc3)cc2)cc1Br | 0.3% | 1% | -3 | -1% | 3% | 2% | 1% | 11% | 4% | -2% | 14%
SMILES | B2AR arrestin | BCR signal inh | TSHR antagonist | Tb PFK block | PTAP TSG101 blk | Mito fusion act | USP2a block | uPA surface inh | ELG1 repair inh | TCR activator | Eya2 inh
CC(=O)c1ccc(OCC(O)CN(C)CCOc2ccc(Br)cc2)cc1 (configuration not stated) | 0.0% | -15% | -2 | -4% | -3% | -9% | 1% | -2% | ? | -1% | -3%
CCc1ccc(-c2nc(CS(=O)CC(=O)NC3CC3)c(C)o2)cc1 (configuration not stated) | 0.0% | 5% | -5 | 1% | -3% | 7% | 1% | -15% | ? | 8% | 0%
CC(C)N1CCc2c(sc(NC(=O)CCc3ccccc3)c2C(N)=O)C1 | 0.0% | -2% | 30 | -10% | -5% | 9% | 2% | 20% | -23% | 8% | 8%
O=C(CCl)Nc1ccc(-c2ccccc2)cc1 | -0.2% | ? | 5 | -2% | -4% | 8% | 0% | ? | ? | 9% | 0%
CC(C)[n+]1ccn(C2=C([O-])c3ccccc3C(=O)/C2=N\S(=O)(=O)c2ccccc2)c1 | 0.1% | ? | 26 | -3% | -1% | -8% | -9% | -8% | 23µM* | 2% | 5%
O=C(CSc1nnc2c(Cl)cc(Cl)cn12)N1CCN(c2ccc(F)cc2)CC1 | -0.2% | 1% | -5 | -5% | -2% | 11% | -1% | 4% | ? | 3%[46.1 µM] | 7%
COc1ccc(OCc2csc(N)n2)cc1 | 0.0% | -5% | 1 | -2% | -1% | 1% | 1% | -6% | ? | -1% | -2%
CC(C)(C)OC(=O)N1CCC(C(=O)NCC2CCCO2)CC1 (configuration not stated) | 0.5% | 6% | 9 | -9% | 2% | 0% | -1% | -5% | 0% | -8% | -23%
Cc1nn2c(NC(C)C)c3c(nc2c1-c1ccccc1)CCC3 | 2.7% | ? | -10 | 4% | 2% | 16% | 2% | 6% | -15% | 0% | 3%
CC(C)(C)NC(=O)c1cccc(NC(=O)c2ccc(NC(=O)c3ccco3)cc2)c1 | -0.1% | 1% | -8 | -7% | 3% | 1% | -1% | -19% | ? | 15% | 1%
N#CCCN(Cc1cccs1)C(=O)Nc1ccccc1 | -0.7% | ? | 0 | 1% | -2% | -4% | -1% | -15% | 11% | 14% | -8%
O=C(COC(=O)CN1C(=O)C2CCCCC2C1=O)NC1CCS(=O)(=O)C1 (configuration not stated) | -0.7% | -7% | 10 | 1% | -4% | -2% | 2% | 4% | 18% | 3%[46.1 µM] | -4%
COc1ccc(CNC(=O)COC(=O)c2cccn2C)cc1 | -0.3% | -13% | -16 | 0% | 0% | / | 0% | -1% | ? | 0%[46.1 µM] | -2%
COc1cccc(NC(=O)CN(C)C(=O)c2cccc(S(=O)(=O)Nc3ccccc3OC)c2)c1 | 0.0% | 0% | 2 | 8% | -1% | -3% | -1% | 5% | 6% | 5% | -2%
CCOC(=O)c1c(-c2cccc([N+](=O)[O-])c2)csc1NC(=O)C1CCCCC1 | -0.6% | ? | -12 | -4% | -5% | 11% | 4% | -2% | ? | 0%[46.1 µM] | 4%
O=C(NCc1ccccc1)c1cc[n+](Cc2ccccc2)cc1 | -0.2% | 2% | 6 | -4% | -4% | 25% | 4% | -1% | -1% | 0% | 6%
CCOc1ccc(N=Cc2c(O)n(-c3cccc(C)n3)c(=O)c3ccccc23)cc1 | -0.8% | 5% | 3 | 6% | -16% | 2% | 1% | / | -24% | 9% | 4%
